Casp1 inh: blocks human caspase-1 allosterically or competitively; P29466; Caspase-1 enzyme, Ac-WEHD-AFC fluorogenic rate; Potency, µM (doses to about 57.5 µM), inactives show at the top dose activity change, negative = inhibition, usual class: inhibitors; 75,000 compounds, 0.03% hits;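 note: potency is the fitted concentration of half-maximal effect; plate controls were vehicle for no effect and no substrate for full effect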
HEK293 cAMP cs: raises cAMP in parental HEK293 cells, TSHR agonist counter-screen; Potency, µM (titrated, usually from 57.1 µM), inactives show at the highest dose activation, usual class: activators; parental HEK293 CNG cAMP sensor, membrane potential fluorescence; 73,000 compounds, 2.5% hits; AID 938; note: potency is the fitted concentration of half-maximal effect; % of control where 0% means no effect; nearly all actives have a fitted effect of over 55% in size
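Parental HEK 293 cells stably expressing a cAMP-gated CNG channel were loaded with membrane potential dye containing 100 uM RO 20-1724 for 60 min. Compound added for 30 min; depolarization read as fluorescence intensity at 590 nm.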
Casp7 inh: caspase-7 (human) inhibition, allosteric or competitive | P55210 | recombinant caspase-7, Ac-DEVD-AFC fluorescence rate | Potency, µM (series often up to 57.5 µM), without a hit: at the highest dose activity change, negative = inhibition, most hits filed as inhibitors | 75,000 compounds, 0.02% hits | AID 889; active = well fitted inhibition curve with a large enough effect in the main read-out, with a control signal flat, not every such curve was filed as active; inconclusive = small, poorly fitted or top-dose-only effect, or a change in a side signal; note: potency is the fitted concentration of half-maximal effect; % of control where 0% means no effect
Target sequence (P55210 24-198 limits assumed): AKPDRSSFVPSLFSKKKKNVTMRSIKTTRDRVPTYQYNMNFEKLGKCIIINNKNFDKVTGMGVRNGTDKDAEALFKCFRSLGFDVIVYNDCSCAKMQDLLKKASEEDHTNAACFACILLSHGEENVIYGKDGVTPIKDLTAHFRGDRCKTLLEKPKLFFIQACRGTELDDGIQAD
Target sequence (P55210 207-303 limits assumed): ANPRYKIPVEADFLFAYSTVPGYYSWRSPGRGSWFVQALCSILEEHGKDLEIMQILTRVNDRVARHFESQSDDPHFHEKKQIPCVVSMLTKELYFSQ
A350 autofl: compound fluoresces in the Alexa 350 spectral region. Compound autofluorescence, 340/450 nm, Alexa 350 dye-equivalents; hits give high values. max dye-equivalent concentration, M. 59,000 compounds, 11% hits. AID 590; in the data active = max dye-equivalent concentration above about 10 nM; inconclusive = mostly about 1.1 nM to 9.6 nM
BRCT inh green: inhibitors of human BRCA1 BRCT-phosphoprotein interaction (green fluorophore) | P38398 | BRCA1 BRCT-phosphopeptide binding, green fluorescence polarization | Potency, µM (highest dose often 76.9 µM), for the others: at the top dose activity change, negative = inhibition, actives largely listed as inhibitors | 75,000 compounds, 0.05% hits;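 note: potency is the fitted concentration of half-maximal effect; plate controls were peptide without protein for full effect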
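Compounds were incubated for 12 min at room temperature with a complex of 100 nM fluorescein-tagged pBACH1 decapeptide and 250 nM His-tagged BRCT protein. Buffer was phosphate pH 7.3 with EDTA, DTT and Tween 20. Disruption of binding lowers the polarization signal.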
4MU fluor: compounds fluorescent in 4-MU spectral region; compound autofluorescence, 340/450 nm, 4-MU equivalents; hits give high values; max dye-equivalent concentration, M; 59,000 compounds, 11% hits; in the data active = max dye-equivalent concentration above about 10 nM; inconclusive = mostly about 1.1 nM to 9.6 nM
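Compounds in 100 mM Tris, pH 8.0, sat 15 min at room temperature before fluorescence was read at 340 nm excitation/450 nm emission; a per-plate six-point 4-MU standard curve converted signals to dye-equivalent concentration at each compound concentration.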
USP2a inh: inhibitors of human ubiquitin-specific protease USP2a; O75604; USP2a enzymatic assay, qHTS inhibition; Potency, µM (highest dose often 38.3 µM), without a hit: top-dose activity change, negative = inhibition, usual class: inhibitors; 60,000 compounds, 0.1% hits;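 note: potency is the fitted concentration of half-maximal effect; nearly all actives have a fitted effect of over 60% in size; plate controls were DMSO for no effect and NEM full inhibition control for full effect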
Target sequence (O75604 whole entry, looked up): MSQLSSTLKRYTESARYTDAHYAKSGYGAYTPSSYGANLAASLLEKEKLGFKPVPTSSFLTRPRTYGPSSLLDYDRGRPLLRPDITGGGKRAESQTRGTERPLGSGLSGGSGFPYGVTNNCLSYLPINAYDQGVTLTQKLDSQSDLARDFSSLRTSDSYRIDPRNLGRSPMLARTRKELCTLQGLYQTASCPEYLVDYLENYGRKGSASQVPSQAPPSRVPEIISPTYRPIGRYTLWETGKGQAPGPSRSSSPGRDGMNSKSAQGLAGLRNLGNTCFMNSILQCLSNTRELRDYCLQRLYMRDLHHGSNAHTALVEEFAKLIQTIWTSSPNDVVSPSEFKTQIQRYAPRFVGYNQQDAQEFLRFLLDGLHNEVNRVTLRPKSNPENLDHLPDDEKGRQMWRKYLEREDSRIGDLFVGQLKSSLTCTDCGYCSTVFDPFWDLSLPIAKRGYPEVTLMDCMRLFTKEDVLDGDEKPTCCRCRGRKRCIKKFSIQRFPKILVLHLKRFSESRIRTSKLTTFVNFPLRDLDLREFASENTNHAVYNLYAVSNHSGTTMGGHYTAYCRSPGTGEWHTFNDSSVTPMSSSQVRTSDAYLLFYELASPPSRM
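USP2 core (20nM final) preincubated 30 min RT with compound, then Ub-PLA2 20nM and NBD C6-HPC 20uM final added; buffer 20mM Tris-HCl pH 8.0, 2mM CaCl2. Fluorescence Ex 460/Em 535 read at 0 and 2.5 h; normalized to NEM.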
Rhodamine fluor: compound fluoresces in the rhodamine spectral region. Rhodamine-region fluorescence, 547/598 nm, Tris buffer; hits give high values. max dye-equivalent concentration, M. 59,000 compounds, 0.05% hits. AID 594; in the data active = max dye-equivalent concentration above about 11 nM; inconclusive = between about 1.1 nM and that limit
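Compounds in 100 mM Tris buffer, pH 8.0, were incubated 15 min at room temperature, then read at 547 nm excitation and 598 nm emission. Fluorescence was normalized against a per-plate six-point rhodamine standard curve as dye-equivalent concentration.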
Fluorescein fluor: fluorescein region autofluorescence | Compound autofluorescence, 480/540 nm, fluorescein-equivalent; hits give high values | max fluorescein-equivalent concentration, M | 59,000 compounds, 0.91% hits; in the data active = max fluorescein-equivalent concentration above about 10 nM; inconclusive = between about 1.1 nM and that limit
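Tris 100 mM pH 8.0; 15 min RT; CCD read, ex 480/em 540 nm. Output: fluorescein-equivalent concentration per compound concentration, from six-point dye series on each plate.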
BRCT PPI red: BRCT-phosphoprotein interaction inhibition (red fluorophore); Potency, µM (doses to about 76.9 µM), for the others: top-dose activity change, negative = inhibition, hits mostly inhibitors; AID 892; BRCT-phosphopeptide binding, red fluorescence polarization; 75,000 compounds, 0.03% hits; P38398; note: % is set by controls: 0 for no effect and ±100 for the full control effect
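Fluorescence polarization: 100 nM His-tagged BRCA1 BRCT with 100 nM TAMRA-labelled phospho-BACH1 decapeptide, phosphate buffer pH 7.3 with 150 mM NaCl, DTT, 0.01% Tween 20; 12 min RT. Binding inhibition seen as FP decrease.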
TexasRed autofl: Texas Red region autofluorescence. Compound fluorescence, Texas Red channel, 547/618 nm; hits give high values. max dye-equivalent concentration, M. 59,000 compounds, 0.06% hits; in the data active = max dye-equivalent concentration above about 10 nM; inconclusive = between about 1.1 nM and that limit
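Pin-transferred compounds and Texas Red standards go into 100 mM Tris buffer, pH 8.0. After 15 min at room temperature, plates are imaged with 547/618 nm filters. Each value is a dye-equivalent concentration derived from the per-plate dye curve.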
* = called active by the depositor; i = inactive; ? = inconclusive; / = no result given; [ ] = remark or other dose. Unless noted, calls come from the whole dose curve; as a rule, active = well fitted curve in the direction sought with a large enough effect; inconclusive = small, poorly fitted or top-dose-only effect, or another doubt; inactive = no such curve, though single readings can be large; an effect the other way counts as inactive or inconclusive. Some of the compounds tested, so the mix of outcomes need not match the whole.

No. | SMILES | Casp1 inh | HEK293 cAMP cs | Casp7 inh | A350 autofl | BRCT inh green | 4MU fluor | USP2a inh | Rhodamine fluor | Fluorescein fluor | BRCT PPI red | TexasRed autofl
1 | CCN(CC)CCN(Cc1cc2cc(C)ccc2[nH]c1=O)C(=O)Nc1ccccc1OC | 0% | 19% | 1% | ? | 2.0% | i | 15% | i | i | -0.8% | ?
2 | CCCn1c(N)c(C(=O)CN2CCN(S(=O)(=O)c3cccs3)CC2)c(=O)[nH]c1=O | -2% | 2% | -2% | i | 2.0% | i | 10% | i | i | -3.2% | i
3 | c1ccc(-n2ncc3c(NCc4cccs4)ncnc32)cc1 | 1% | 25% | -4% | / | -1.2% | / | / | / | / | -0.7% | /
4 | CC(C(=O)NCc1ccc2c(c1)OCO2)N1c2cccc3cccc(c23)S1(=O)=O (stereo unspecified) | -6% | ? | -7% | 2.5e-08M* | 0.8% | 3.6e-08M* | 40%[activator] | i | i | -1.9% | i
5 | CCC/C(O)=C1\C(=O)CC(C)(C)CC1=Nc1ccccc1OC | -2% | ? | -2% | / | -1.1% | / | 0% | / | / | 0.8% | /
6 | CCOc1cccc(NC(=O)C2CC(=O)N(C)C(=Nc3cccc(F)c3)S2)c1 (stereo unspecified) | -5% | -31%[inhibitor] | -4% | i | -0.7% | i | 21% | i | i | -5.4% | i
7 | Cc1cc2ncn(-c3nnnn3-c3ccccc3)c2cc1C | -1% | 4% | 0% | i | 0.4% | i | 6% | i | i | -1.7% | i
8 | O=C1NC(c2ccccc2)C(C(=O)c2cccs2)C(O)(C(F)(F)F)N1 (stereo unspecified) | 1% | -1% | -3% | i | -1.6% | i | -6% | i | ? | 0.4% | i
9 | O=C(O)Cn1cc(C(=O)c2cccs2)c2ccccc21 | -1% | 11% | 1% | i | -1.4% | i | -6% | i | i | 1.1% | ?
10 | Cc1nnc2n(-c3ccccc3)c(=O)c3c4c(sc3n12)CCCC4 | / | / | / | i | / | i | / | i | i | / | i
11 | NC(=O)c1c(-c2cccs2)csc1N | -4% | 4% | -2% | ? | 0.6% | i | 10% | i | ? | -0.6% | i
12 | CCCCCCN=CC1=C(O)CC(C)(C)CC1=O | -1% | -6% | -1% | i | -0.8% | i | 4% | i | i | 1.3% | i
13 | CCOC(=O)C1CCCN(Cc2cc(Br)c(OC)cc2OC)C1 (stereo unspecified) | 0% | ? | 0% | i | 1.7% | i | 6% | i | i | -1.3% | ?
14 | O=C(/C=C\c1ccccc1)c1ccccc1O | -1%[11.5 µM] | 3%[11.4 µM] | 1%[11.5 µM] | / | -1.2%[15.4 µM] | / | / | / | / | 1.6%[15.4 µM] | /
15 | C=CC(=O)OCCCC | 1% | -11% | 1% | / | -0.8% | / | / | / | / | 0.5% | /
16 | O=C(COc1ccccc1)Nc1nc(-c2ccc(S(=O)(=O)N3CCOCC3)cc2)cs1 | -8% | 10% | -3% | i | 1.3% | i | 65%[activator] | i | ? | -0.4% | i
17 | CC(=O)Nc1nnc(SCC(=O)NCC2CCCO2)s1 (stereo unspecified) | 0% | 9% | 2% | / | -0.5% | / | / | / | / | -0.5% | /
18 | Cc1cc(NC(=O)Cn2cc(C(F)(F)F)cc(Cl)c2=O)no1 | 2% | -9% | -1% | i | -1.0% | i | 8% | i | i | -0.5% | ?
19 | CCOC(=O)c1ccccc1NC(=O)COC(=O)C1=COCCO1 | -1% | ? | -1% | i | 0.6% | i | 6% | i | i | 0.8% | i
20 | CN(C)c1ccc(C(=N)c2ccc(N(C)C)cc2)cc1 | -2% | 5% | -7% | / | 2.4% | / | / | / | / | -0.5% | /
21 | COC(=O)c1[nH]c2ccc(C)cc2c1NC(=O)CN1CCCCC1C (stereo unspecified) | -1% | 25% | 1% | ? | 0.2% | ? | 17% | i | i | -1.0% | ?
22 | COC(=O)C1CCN(C(=O)c2cc(OC)c(OC)c(OC)c2)CC1 | 0% | 1% | 0% | i | 1.6% | i | 0% | i | i | 0.2% | i
23 | COCCNC(=O)c1ccc(Cc2nc3ccccc3[nH]2)cc1 | -2% | -15% | -1% | / | -1.8% | / | / | / | / | -2.1% | /
24 | O=C(Oc1c(Cl)cc(Cl)c2cccnc12)N1CCOCC1 | 1% | 6% | 0% | / | -2.1% | / | 8% | / | / | 0.0% | /
25 | Cc1occc1-c1nnc(SCC(=O)NCCc2ccccc2)n1Cc1ccccc1 | -2% | 20µM* | 1% | i | 0.8% | i | / | i | i | -0.7% | i

Profiles as entered above. Screens in order: Casp1 inh	HEK293 cAMP cs	Casp7 inh	A350 autofl	BRCT inh green	4MU fluor	USP2a inh	Rhodamine fluor	Fluorescein fluor	BRCT PPI red	TexasRed autofl
Results for O=C(/C=C\c1ccccc1)c1ccccc1O → -1%[11.5 µM]	3%[11.4 µM]	1%[11.5 µM]	/	-1.2%[15.4 µM]	/	/	/	/	1.6%[15.4 µM]	/
Results for CC(C(=O)NCc1ccc2c(c1)OCO2)N1c2cccc3cccc(c23)S1(=O)=O (stereo unspecified) → -6%	?	-7%	2.5e-08M*	0.8%	3.6e-08M*	40%[activator]	i	i	-1.9%	i
Results for CC(=O)Nc1nnc(SCC(=O)NCC2CCCO2)s1 (stereo unspecified) → 0%	9%	2%	/	-0.5%	/	/	/	/	-0.5%	/
Results for COC(=O)c1[nH]c2ccc(C)cc2c1NC(=O)CN1CCCCC1C (stereo unspecified) → -1%	25%	1%	?	0.2%	?	17%	i	i	-1.0%	?

Additional structures follow.
No. | SMILES | Casp1 inh | HEK293 cAMP cs | Casp7 inh | A350 autofl | BRCT inh green | 4MU fluor | USP2a inh | Rhodamine fluor | Fluorescein fluor | BRCT PPI red | TexasRed autofl
26 | CCC(=O)Nc1ccc(NC(=O)c2cc3ccccc3o2)cc1 | -2% | -16% | -2% | / | -2.4% | / | 9% | / | / | -0.4% | /
27 | Cc1ccc2cccc(NC(=O)c3ccc(Br)o3)c2n1 | -2% | ? | -1% | i | -2.5% | i | -4% | i | ? | -0.1% | i
28 | O=C1[C@H]2[C@H]3[C@H](O)[C@H](O)C/C(=N/OC[C@@H](O)COCc4ccco4)[C@H]3CC[C@@H]2C(=O)N1Cc1ccc2c(c1)OCO2 | -2%[11.5 µM] | -4%[11.4 µM] | -1%[11.5 µM] | / | 1.1%[15.4 µM] | / | / | / | / | 1.1%[15.4 µM] | /
29 | COc1cc(OC)c(C2C(C#N)=C(N)Oc3cc(C)n(CCCN4CCOCC4)c(=O)c32)cc1OC (stereo unspecified) | -1% | -7% | 0% | ? | 0.0% | ? | 6% | i | i | -0.3% | ?
30 | CN(C)Cc1ccccc1-c1cncnc1Nc1ccncc1 | -1% | 7% | -1% | ? | 1.8% | ? | 11% | i | i | -0.4% | i
31 | CCOC(=O)c1cnc(-n2nc(C)cc2C)nc1Nc1ccc2c(c1)OCO2 | 0% | 11% | 1% | i | -0.7% | i | -12% | i | ? | -0.2% | i
32 | Cc1ccc(C(C(=O)NC(C)(C)C)N(C(=O)c2csnn2)c2cccc(F)c2)o1 (stereo unspecified) | 0% | 6% | -1% | i | 1.1% | i | -5% | i | i | -0.4% | i
33 | O=C(CNC(=O)c1ccco1)OCC(=O)c1ccc2c(c1)CCCC2 | -1% | 20% | -2% | i | 0.3% | i | 4% | i | ? | 0.6% | i
34 | O=C(O)c1c(F)c(F)c(F)c(F)c1-c1ccc(Cl)cc1 | -9% | -1% | -1% | / | -0.5% | / | -6% | / | / | -0.6% | /
35 | O=C(O)C1C2C=CC(C2)C1C(=O)Nc1ccc2c(c1)OCCO2 (stereo unspecified) | -2% | 0% | -1% | i | 1.1% | i | -2% | i | i | -1.4% | i
36 | CC1=C(C(=O)N2CCCCC2)C(c2cccs2)NC(=O)N1 (stereo unspecified) | 0% | -1% | 2% | / | -1.5% | / | -5% | / | / | -0.1% | /
37 | CCCCC(=O)Nc1ccc2oc(-c3ccncc3)nc2c1 | 0% | 3% | -1% | 1.7e-08M* | 0.8% | 1.7e-08M* | 6% | i | i | 0.2% | i
38 | C[C@H]1CC[C@H](C(=O)O)N[C@@H]1c1ccc(C#Cc2ccccc2)cc1 | -3%[11.5 µM] | 1%[11.4 µM] | 2%[11.5 µM] | / | -1.2%[15.4 µM] | / | / | / | / | 0.6%[15.4 µM] | /
39 | Cc1cc(NC(=O)c2cccc(N3C(=O)CCC3=O)c2)no1 | 1% | 0% | 0% | i | -1.8% | i | 4% | i | i | 1.0% | i
40 | Cc1ccc(C)c(N2CCN(C(=O)C3CCCN(S(=O)(=O)c4c(C)noc4C)C3)CC2)c1 (stereo unspecified) | -4% | 10% | -4% | / | 0.4% | / | / | / | / | -2.8% | /
41 | CCn1c(SCC(=O)Nc2nccs2)nnc1-c1cc2cccc(OC)c2o1 | 1% | 13% | 4% | i | -1.5% | i | ? | i | i | -1.9% | i
42 | O=C(COC(=O)c1ccc2c(c1)OCO2)NC1CCS(=O)(=O)C1 (stereo unspecified) | 3% | -2% | 1% | i | 1.3% | i | 1% | i | ? | -0.5% | i

Compound activity deposited in PubChem BioAssay by National Center for Advancing Translational Sciences (NCATS).
